TNAP activation fold – stimulation of alkaline phosphatase TNAP activity – biochemical, luminescent, no phosphate acceptor, uHTS, primary screen (AID 1001); activation fold at 20 µM, or EC50 in µM where a hit was titrated; 200,000 tested, 0.03% active; purified TNAP, luminescent activation assay, no phosphate acceptor; higher activation fold means a stronger effect; in the data active = activation fold from about 3, or a potency from the dose series; inactive = the rest, 99 in 100 with activation fold below about 1.6; also: many of its hits are not listed in these tables
Hep lipid drop – hepatic lipid droplet formation modulation; AML12 mouse hepatocytes, oleate lipid droplets, BODIPY imaging; AID 1656; 240,000 tested, 0.4% active; inhibition, % at 6.5 µM;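 active = lipid droplet intensity inhibited by at least 50%, with more than 500 cells counted; inconclusive = wells with under 300 cells, treated as cytotoxic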
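Material – AML12 mouse liver cells · Also added – oleate loading, 100 µM · Compound dosing – 6.5 µM single-point dosing · Times – overnight treatment with compound plus oleate · Measured by – fluorescence imaging, 20x objective, two fields per well · Read-out – percent inhibition of filter-corrected integrated lipid droplet intensity per well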
UTI89 phage lysis – inhibition of K1F phage lysis, E. coli UTI89, bacterial capsule biogenesis inhibitors, alamar blue (AID 488966); E. coli UTI89 K1F phage lysis, alamar blue, 2 h; higher % means a stronger effect; one-dose inhibition, % at 100 µM; IC50 in µM for titrated hits; 340,000 tested, 0.02% active;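 active = phage lysis inhibition, versus mean bacterial control, above a set limit; inconclusive = no clear call, values can overlap the other calls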;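 also: capsule biogenesis inhibitors block K1F phage lysis so surviving cells raise fluorescence; higher fluorescence means more inhibition of phage lysis; actives were called in the ten point dose series up to 300 µM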
ER stress rescue – protection against thapsigargin-triggered cell killing – 384-well, CSM14.1, ATP luminescence, primary screen (AID 1222). CSM14.1 thapsigargin-induced death rescue, ATP luminescence; higher % means a stronger effect. 190,000 tested, under 10 active. cellular ATP content (survival), % at 20 µM; hits with a dose series show EC50 in µM;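 active = EC50 below 50 µM in the dose-response confirmation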;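 also: death triggered by thapsigargin at about 15 µM added after 2 h compound pretreatment; cell ATP read after overnight thapsigargin exposure of roughly 18 to 22 hours; normalized against plate controls of thapsigargin alone and 5% DMSO vehicle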
human PMI inhibition – MPI enzyme activity inhibition – biochemical, fluorescence intensity, coupled assay, primary screen (AID 1209). purified PMI enzyme, coupled fluorescence intensity; higher % means a stronger effect. inhibition, % at 20 µM, or IC50 in µM where a hit was titrated. 190,000 tested, 0.42% active;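 also: plate controls were DMSO vehicle for no effect and wells lacking substrate for full effect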
Myeloid diff MLP – myeloid differentiation induction; ER-HoxA9 myeloid progenitors, lysozyme-GFP differentiation, flow cytometry; calls only at 10 µM; 360,000 tested, 1% active;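 active = normalized GFP-positive differentiation at or above the plate's own cutoff, the solvent-only control mean plus 3 SD; inconclusive = no clear call, values can overlap the other calls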;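 also: cells exposed to compound for four days before flow analysis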
P. falciparum M1AAP – P. falciparum M1AAP inhibitors, biochemical, fluorogenic H-Leu-NHMec substrate, 1536-well (AID 1445); recombinant M1AAP, H-Leu-NHMec fluorogenic kinetic assay; higher % means a stronger effect; inhibition, % at 30 µM; hits with a dose series show IC50 in µM; 220,000 tested, 0.42% active;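 active = primary inhibition above the hit cutoff, then over 50% inhibition at one or more dose response concentrations, cut at about 23% in these data, passing the limit was not always enough; inconclusive = conflicting primary data, or primary hits not chosen for dose response; inactive = low primary inhibition, or under 50% at every dose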;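 also: plate controls were DMSO full reaction for no effect and no enzyme background for full effect; strong numbers were not always called active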
PMI inhibition – human PMI inhibitors, high substrate, primary screen, biochemical, fluorescence intensity, high mannose 6-phosphate (AID 1220); one-dose inhibition, % at 20 µM; IC50 in µM for titrated hits; 190,000 tested, 0.66% active; recombinant PMI enzyme, coupled fluorescence intensity; higher % means a stronger effect
WT yeast gro inh – growth inhibition of WT yeast, mitochondrial fusion screen; mitochondrial fusion phenotypic screen, WT strain; inhibition, % at 10 µM; 190,000 tested, 2.1% active; in the data active = inhibition above about 58%; tested in S. cerevisiae
WT yeast gro inh mutant strain – recorded beside WT yeast gro inh, whose call it bears; inhibition, %; mitochondrial fusion phenotypic screen, mutant strain inhibition
Hep lipid drop cells 6.5 µM – further read-out of Hep lipid drop, marked with its call; cell count; measured here: cell count, cytotoxicity flag;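 cells counted across two imaged fields per well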
Myeloid diff MLP GFP+ MAC1+ % – further read-out of Myeloid diff MLP, marked with its call; GFP+ MAC1+ double positive, %; measured here: differentiation confirmed by MAC1 staining
* marks the source's active call; other numbers are inactive results; i = inactive; ? = inconclusive; · = not tested or not shown; [ ] = dose if it differs, or a comment. Rule as the data show it, unless noted: active = inhibition above about 50%; inactive = the rest.

SMILES	TNAP activation fold	Hep lipid drop	Hep lipid drop cells 6.5 µM	UTI89 phage lysis	ER stress rescue	human PMI inhibition	Myeloid diff MLP	Myeloid diff MLP GFP+ MAC1+ %	P. falciparum M1AAP	PMI inhibition	WT yeast gro inh	WT yeast gro inh mutant strain
CCOc1ccc(NC(=S)N(CCc2c(C)[nH]c3ccc(C)cc23)Cc2ccco2)cc1	1	0	693	-1.8%	-0.5%	-7%	i	2.8	10%	-8%	67*	-0.9*
Cc1ccc(-c2nn(-c3ccccc3)cc2C2CC(c3cccs3)=NN2C(=O)CCC(=O)O)cc1 (stereo unspecified)	1.1	23	770	1.6%	-1.1%	8%	i	0.2	10%	7%	5	-4
CCC(=O)Nc1cccc(C2=NOC3(C2)C[C@@H](C(N)=O)N(C(=O)C2(C)CC2)C3)c1 (stereo partly specified)	·	-3	751	1.2%	·	·	i	1.3	7%	·	·	·
Cc1ccnc(NC(=O)CCC(=O)N(CC(=O)NCCc2ccccc2)Cc2cccs2)c1	1.1	13	703	-0.4%	-0.3%	2%	i	0.6	8%	0%	-11	2
CCCC1CC(=O)OC1(C)C(=O)CSc1n[nH]c(-c2ccccc2)n1 (stereo unspecified)	0.9	6	725	·	-1.2%	9%	·	·	6%	-8%	-8	-3
Cc1cc(C(=O)O/N=C(\N)c2ccncc2)ccc1[N+](=O)[O-]	·	20	736	-1.0%	·	·	i	1.2	1%	·	·	·
O=S1(=O)C=C(SCc2ccc(F)cc2)Nc2ccccc21	1.1	-12	660	-0.6%	-1.4%	1%	i	0.3	-3%	9%	3	4
Cn1cccc1Cc1nnc(SCC(=O)Nc2cccc(F)c2)n1-c1ccc(F)cc1	0.9	10	705	-1.7%	·	11%	i	2.7	6%	7%	-4	1
N#Cc1c(NC(=O)CSc2ncn[nH]2)sc2c1CCCC2	1.3	15	740	-0.3%	-1.1%	-1%	i	1.0	2%	-5%	-23	-22
COc1ccc(-c2nc(C#N)c(NCc3ccc(C)cc3)o2)cc1OC	1	-22	822	0.0%	3.0%	7%	i	0.3	9%	10%	1	5
Cc1nn(CC(=O)Nc2cc(S(=O)(=O)N(C)C)ccc2Cl)c(C)c1[N+](=O)[O-]	1.1	-22	637	1.1%	4.2%	-8%	i	0.9	-5%	-6%	8	11
O=c1[nH]c2ccc(Cl)cc2c(-c2ccccc2)c1N1CCN(CCO)CC1	1	·	·	i	-1.9%	11%	i	0.9	?	8%	31	7
CNC(=S)NCCc1cc2c(OC)ccc(OC)c2[nH]c1=O	1.1	0	742	0.0%	0.5%	7%	i	0.8	1%	37%	-4	-5
Cc1ccc(C)n1-c1sc2c(c1C#N)CCCC2	1	19	748	4.8%	1.1%	-2%	i	0.4	16%	-2%	5	7
CC(O)[C@H]1CNC(=O)C(=O)N1CCC12CC3CC(CC(C3)C1)C2 (stereo partly specified)	·	3	668	1.0%	·	·	i	1.0	6%	·	·	·
C/C(=N\OC(=O)c1ccc(F)cc1)c1sc(-c2ccccc2)nc1C	1.1	·	·	0.4%	-2.2%	-2%	i	0.4	9%	0%	7	-25
Cc1cccc(-c2nnc3sc(-c4ccccc4C)nn23)c1	1.1	·	·	4.4%	·	7%	i	13	10%	5%	69*	40*
O=c1ccc2cc(S(=O)(=O)N3CCN(c4ccccc4)CC3)ccc2o1	1.1	-13	598	-0.5%[50 µM]	-1.3%	16%	i	0.9	0%	24%	16	0
Cc1ccc(C(=O)NNC2=Nc3cccc4cccc2c34)cc1	1.3	0	645	0.1%	6.7%	-4%	i	1.1	-2%	2%	2	-12
O=C(CNC(=O)C(c1ccccc1)c1ccccc1)N/N=C\c1ccc2c(c1)OCO2	1	1	678	3.6%	-3.4%	-11%	i	0.2	-1%	-6%	-7	2
CN(C)c1nc(N(C)C)nc(N(C)C)n1	1.1	·	·	-5.8%	-2.0%	-12%	i	2.0	-4%	-8%	-10	-15
CC/C(=N\OC(=O)c1ccc(OC(C)C)cc1)c1ccc(C)cc1	1.1	4	737	4.4%	-3.0%	11%	i	1.0	-5%	5%	28	14
Cc1cc(NC(=O)c2cc(-c3ccc(Br)cc3)on2)no1	1.1	-10	698	-0.2%	4.1%	-4%	i	0.7	-2%	2%	-6	-13
COCCNC(=O)Nc1ccc2nc(C)sc2c1	1.1	-4	685	-0.2%	-2.7%	3%	i	1.3	1%	5%	-23	-9
COC(=O)c1ccc2ccn(CC(=O)NC(C)C)c2c1	1.1	2	734	0.1%	-1.8%	29%	i	3.6	13%	17%	-14	-16
COc1ccc(OC)c(/C=C/C(=O)N2CCCc3ccccc32)c1	1.1	12	765	0.1%	0.1%	0%	i	0.1	7%	-1%	32	-6
C=CCn1c(SCc2c(Cl)cccc2Cl)nnc1-c1cccnc1	1.1	-12	727	-0.7%	-2.5%	-4%	i	1.2	0%	-4%	14	31
O=C(CN1C(=O)NC(Cc2ccccc2)(Cc2ccccc2)C1=O)NCC1CCCCC1	1.1	-12	756	0.2%	-2.2%	10%	i	2.0	-3%	3%	-4	-2
COc1ccc(C2(CNC(=O)c3cc([N+](=O)[O-])cc([N+](=O)[O-])c3)CCCC2)cc1OC	1	-2	597	-2.8%[50 µM]	-0.9%	-4%	i	0.5	3%	10%	18	5
c1ccc(COc2ccccc2CNc2nn[nH]n2)cc1	1.1	15	671	0.1%	0.6%	3%	i	0.2	0%	4%	5	8
COc1ccc(-c2c(C)nn3c(N)c(C#N)cnc23)cc1OC	1.5	-10	674	-0.8%	-1.7%	-2%	i	0.6	3%	4%	-10	-12
O=C(COC(=O)c1cc[n+]([O-])cc1)Nc1ccc([N+](=O)[O-])cc1Cl	1	19	666	0.0%	-1.0%	-13%	i	0.1	11%	-12%	-16	9
Cc1ccccc1-c1nc(CN2CCC(C(=O)NCCCN3CC(C)CC(C)C3)CC2)c(C)o1 (stereo unspecified)	1.2	·	·	-0.2%	1.3%	-15%	i	0.4	5%	-10%	-13	6
CCOc1cc(C(=O)OCC(=O)Nc2ccc(Cl)cn2)ccc1OCC(=O)N1CCOCC1	1.1	·	·	0.0%	-0.5%	2%	i	0.7	-4%	1%	6	-23
Cc1cnc(C(=O)N2CCCC(C(=O)c3ccc(C(C)(C)C)cc3)C2)cn1 (stereo unspecified)	1	-15	709	0.2%	1.7%	10%	i	0.2	4%	6%	12	1
Cc1ccc(NC(=O)OCCNC(=O)c2ccncc2)cc1	0.9	2	684	1.1%	3.2%	-19%	i	1.3	-1%	-11%	1	-4
O=C(Cn1c(=O)n(-c2ccc(F)cc2)c(=O)c2sccc21)c1ccccc1	0.9	3	550	3.8%[50 µM]	-1.2%	9%	i	0.4	9%	0%	-9	-21
CC1(C)NC(=O)N(CC(O)CN2C(=O)CCC2=O)C1=O (stereo unspecified)	1.1	2	721	-0.2%	-0.2%	-1%	i	1.3	-6%	-7%	17	20
Cc1ccc(-n2c(Cn3ncc4ccccc4c3=O)n[nH]c2=S)cc1	1	-17	641	0.8%[50 µM]	2.2%	0%	i	0.6	9%	-2%	5	3
O=C1N(C2CCCC2)C[C@@H]2C[C@@H](c3cccn3-c3ccccn3)N3CCC[C@@]123	1.1	-13	658	0.1%	-1.9%	18%	i	0.2	-1%	14%	16	22
Cn1c(=O)[nH]c2cc3ccccc3cc21	1	10	754	1.1%	-1.8%	-12%	i	2.4	3%	-9%	-14	17
NC(=O)C(c1ccccc1)c1ncc(C(F)(F)F)cc1Cl (stereo unspecified)	1	·	·	0.2%	2.0%	8%	i	0.6	7%	10%	-11	6
CCN(CC)c1ccc(N=Cc2cc(Br)ccc2O)cc1	1.8	0	720	0.2%	-0.6%	45%	i	1.4	9%	63%*	13	-3
O=C(CN1C(=O)NC2(CCCC2)C1=O)Nc1ccc(F)cc1	1.1	-2	800	0.7%	3.4%	9%	i	1.1	3%	7%	-8	-2
CCn1c(=O)cc(OCC(=O)Nc2nc(C)cs2)c2ccccc21	1.2	-16	642	1.8%	·	9%	i	2.5	6%	8%	8	-5
CCOC(=O)c1c(C)[nH]c(N=Nc2ccccc2)c1C	0.6	36	791	0.3%	0.8%	16%	·	·	9%	7%	75*	63*
COc1ccc(CNC(=O)COC(=O)c2n[nH]c3ccccc23)cc1OC	0.6	16	739	0.0%	-1.8%	-15%	i	2.7	2%	-21%	-9	-2
COc1cc(SC)ccc1C(=O)N1CCN(c2ccc(O)cc2)CC1	1	-18	651	0.6%	-0.4%	18%	i	1.3	6%	56%*	-7	4

Reformatted: entries from further up
structure,TNAP activation fold,Hep lipid drop,Hep lipid drop cells 6.5 µM,UTI89 phage lysis,ER stress rescue,human PMI inhibition,Myeloid diff MLP,Myeloid diff MLP GFP+ MAC1+ %,P. falciparum M1AAP,PMI inhibition,WT yeast gro inh,WT yeast gro inh mutant strain
Cc1ccc(-n2c(Cn3ncc4ccccc4c3=O)n[nH]c2=S)cc1,1,-17,641,0.8%[50 µM],2.2%,0%,i,0.6,9%,-2%,5,3
O=C1N(C2CCCC2)C[C@@H]2C[C@@H](c3cccn3-c3ccccn3)N3CCC[C@@]123,1.1,-13,658,0.1%,-1.9%,18%,i,0.2,-1%,14%,16,22

Additional compounds.
SMILES	TNAP activation fold	Hep lipid drop	Hep lipid drop cells 6.5 µM	UTI89 phage lysis	ER stress rescue	human PMI inhibition	Myeloid diff MLP	Myeloid diff MLP GFP+ MAC1+ %	P. falciparum M1AAP	PMI inhibition	WT yeast gro inh	WT yeast gro inh mutant strain
CCCc1nnc(NC(=O)CCC(=O)N2CCN(S(=O)(=O)c3ccc(F)cc3)CC2)s1	·	-18	725	0.0%	·	·	i	0.3	0%	·	·	·
COc1ccccc1NC(=O)c1ccc(-c2ccccc2F)o1	1.1	-17	735	-2.4%	-4.1%	0%	i	14	3%	0%	6	-11
CC(/C=C/c1ccc(C)o1)=C\C(=O)O	1	·	·	1.7%	0.1%	-6%	i	1.3	12%	0%	9	-2
Nn1c(SCC(=O)Nc2ccc(S(=O)(=O)N3CCCC3)cc2)nnc1C(F)(F)F	1.1	-2	713	-1.9%	·	13%	i	0.8	1%	6%	8	12
O=C(NCCc1ccccc1)C1CCCN1S(=O)(=O)c1ccccc1 (stereo unspecified)	1.1	-3	672	·	-8.4%	-5%	i	0.0	1%	6%	6	10
CC(C)Oc1cccc(C(=O)Nc2ccc(NC(=O)c3ccco3)cc2)c1	1.1	·	·	0.5%	-2.4%	2%	i	0.7	6%	9%	7	1
O=C(Nc1ccc(Cl)c(Cl)c1)c1ccc(Cn2cc(Cl)cn2)cc1	1	7	651	0.0%	3.5%	20%	i	0.2	2%	14%	78*	28*
COCc1cc(C)nc(OCC(=O)N/N=C/c2ccc(-c3cc([N+](=O)[O-])ccc3C)o2)c1C#N	1	-6	737	0.3%	-1.3%	12%	i	0.5	11%	10%	-1	7
